# Bioassay records from PubChem.
# RXFP1 antag: qHTS Assay for Antagonists of the Relaxin Receptor RXFP1; 350,000 compounds, 0.59% hits; HEK293-RXFP1, relaxin-stimulated cAMP HTRF, 30 min; hits give low values; Relaxin receptor 1 (Homo sapiens), Q9HBX9; activity change, negative = inhibition, % at 57.5 µM;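 active = activity change of -60% or lower, but not beyond a set lower limit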; note: % is set by controls: 0 for no effect and ±100 for the full control effect
# Target sequence (Q9HBX9 whole entry, looked up): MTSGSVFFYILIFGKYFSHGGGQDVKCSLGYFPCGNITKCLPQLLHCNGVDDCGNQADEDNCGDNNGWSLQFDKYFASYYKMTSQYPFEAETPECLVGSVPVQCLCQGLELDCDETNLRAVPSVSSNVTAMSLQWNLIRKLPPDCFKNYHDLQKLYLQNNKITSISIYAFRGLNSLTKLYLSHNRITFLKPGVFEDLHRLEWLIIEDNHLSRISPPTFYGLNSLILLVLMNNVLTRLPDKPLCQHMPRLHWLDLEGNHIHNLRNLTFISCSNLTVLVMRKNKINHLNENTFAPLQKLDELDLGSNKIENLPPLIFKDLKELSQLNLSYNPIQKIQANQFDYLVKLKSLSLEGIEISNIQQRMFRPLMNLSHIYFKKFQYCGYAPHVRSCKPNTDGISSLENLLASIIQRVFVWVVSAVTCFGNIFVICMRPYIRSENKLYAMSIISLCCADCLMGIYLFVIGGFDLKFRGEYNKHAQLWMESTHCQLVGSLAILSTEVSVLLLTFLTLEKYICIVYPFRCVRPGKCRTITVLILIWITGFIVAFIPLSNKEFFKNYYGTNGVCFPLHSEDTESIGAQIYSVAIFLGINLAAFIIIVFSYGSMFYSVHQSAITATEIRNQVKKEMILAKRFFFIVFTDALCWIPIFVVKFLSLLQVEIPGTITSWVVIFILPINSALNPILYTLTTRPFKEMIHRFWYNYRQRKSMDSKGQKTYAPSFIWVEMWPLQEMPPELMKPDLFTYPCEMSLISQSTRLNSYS
# D1 potentiator: Potentiators of Human D1 Dopamine Receptor: qHTS | D(1A) dopamine receptor (Homo sapiens), P21728 | HEK293 TREx D1 cells, calcium flux, dopamine EC20 potentiation | potentiation, % at 10 µM | 360,000 compounds, 0.036% hits; in the data active = potentiation above about 30%; note: 0% is about no effect
# D2 antag: HTS Assay for Allosteric Antagonists of the Human D2 Dopamine Receptor: Primary Screen for Antagonists; inhibition, % at 10 µM; HEK293 TREx D2 cells, calcium flux, dopamine EC80; D(2) dopamine receptor (Homo sapiens), P14416; 340,000 compounds, 2% hits; in the data active = inhibition above about 30%; note: 0% is about no effect
#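 Compounds are added to dye-loaded, induced HEK293 T-REx cells coupled to calcium release via D2; after a 3 min kinetic read an EC80 dopamine stimulus is given and fluorescence is recorded for 3 more min.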
# D2 ag: HTS Assay for Allosteric Agonists of the Human D2 Dopamine Receptor: Primary Screen for Agonists | 340,000 compounds, 0.53% hits | D(2) dopamine receptor (Homo sapiens), P14416 | activation, % at 2 µM | HEK293 T-REx D2 cells, calcium flux agonist mode;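 active = activation over 3 SD above normal in the single-dose calcium agonist read, cut at about 30% in these data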; note: 0% is about no effect
#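 Agonism scored from kinetic calcium signal (1 read/sec, 180 s) following compound pin transfer, after a 10 s baseline. Cells: HEK293 Trex line expressing inducible D2 receptor coupled to calcium, dye-loaded after overnight culture at 30 C.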
# D1 ag: Allosteric Agonists of the Human D1 Dopamine Receptor: qHTS; activation, % at 2 µM; D(1A) dopamine receptor (Homo sapiens), P21728; HEK293 T-REx D1 cells, calcium flux, agonist mode; 360,000 compounds, 1% hits; note: 0% is about no effect
#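 Tetracycline-induced HEK293 TREx D1 cells, force-coupled to calcium signalling, were dye-loaded with a no-wash calcium kit. Compound was pin-added after a 10 s baseline. Fluorescence was read kinetically at 1 cycle/s for 180 s, with calcium rises flagged as agonism.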
# TRHR ag: qHTS for Small Molecule Agonists and Allosteric Enhancers of Human TRH Receptor: Primary Screen for Agonists | 360,000 compounds, 0.18% hits | activation, % at 2 µM | TRHR cells, calcium flux fluo-8, FDSS agonist mode; note: 0% is about no effect
#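 In this calcium-flux screen, cells bearing human TRHR are dye-loaded with fluo-8, baselined for 10 cycles, then exposed to library compounds; positive kinetic calcium responses during the agonist phase mark hits, with TRH as control.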
# D1 antag: Antagonist of Human D 1 Dopamine Receptor: qHTS | D(1A) dopamine receptor (Homo sapiens), P21728 | HEK293 TREx D1 cells, calcium flux, dopamine EC80; hits give low values | activity change, negative = inhibition, % at 10 µM | 360,000 compounds, 3.2% hits | AID 504652, 2011; in the data active = activity change below about -30%; note: % is set by controls: 0 for no effect and ±100 for the full control effect
#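 Compound effects on dopamine-evoked calcium signalling were measured in tetracycline-induced HEK293 Trex D1 cells. Dopamine at EC80 followed a 180 s compound pre-read, and fluorescence was tracked kinetically for 180 s more.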
# D2 potentiator: HTS Assay for Positive Allosteric Modulators of the Human D2 Dopamine Receptor: Primary Screen for Potentiators. D(2) dopamine receptor (Homo sapiens), P14416. 340,000 compounds, 0.34% hits. HEK293 T-REx D2, calcium flux, EC20 dopamine potentiation. potentiation, % at 10 µM;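 active = potentiation over 3 SD above the plate norm, cut at about 30% in these data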; note: 0% is about no effect
#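 Using a no-wash calcium dye in inducible, force-coupled HEK293 Trex cells expressing D2, we tracked fluorescence each second for 180 s after compound, then for 180 s after EC20 dopamine to detect augmented signalling.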
# TRHR PAM: qHTS for Small Molecule Agonists and Allosteric Enhancers of Human TRH Receptor: Primary Screen for Enhancers; enhancement, % at 2 µM; TRHR cells, fluo-8 calcium fluorescence, EC20 TRH enhancement; Thyrotropin-releasing hormone receptor (Homo sapiens), P34981; AID 493056, 2011; 360,000 compounds, 0.66% hits; in the data active = enhancement above about 30%; note: 0% is about no effect
#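 TRHR-expressing cells loaded with fluo-8 calcium dye were read kinetically (ex 480/em 530) during compound addition, then stimulated with an EC20 of TRH (10 nM final). Enhancement of the Gq-mediated intracellular calcium response was scored.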
# Active calls of the source: *; · = not tested or not shown. Cut-off read from the data, not from the text of the source, unless noted: active = activation above about 30%; inactive = the rest.
SMILES,RXFP1 antag,D1 potentiator,D2 antag,D2 ag,D1 ag,TRHR ag,D1 antag,D2 potentiator,TRHR PAM
Cc1ccc(NC(=O)C2OCCc3ccccc32)cc1 (configuration not stated),-20,-7,-10,-1.6,2,-1.4,-3,7,18
CC(C)(C)c1ccc(CS(=O)CC(O)CO)cc1 (configuration not stated),-5,2,-11,0.4,3,0.3,13,0,23
O=C(O)c1cc(S(=O)(=O)NCCN2CCNC2=O)ccc1O,12,5,14,-1.7,3,0.5,-17,-1,-1
Cc1ccc(S(=O)(=O)Nc2ccc3c(c2)c(C(=O)OC(C)C)c(C)n3S(=O)(=O)c2ccc(C)cc2)cc1,-13,2,·,1.1,11,1.3,-21,·,-2
CCN(CC)C(=O)CSc1nnc(COc2ccc(OC)cc2)n1N,3,-1,-9,0.2,3,-0.2,9,-2,-3
O=C(c1ccc(-c2ccccc2Cl)o1)N1CCCC(C(F)(F)F)C1 (configuration not stated),1,-4,-6,1.4,4,0.7,3,-10,2
CC(=O)N1c2ccccc2C(=O)C1N1CCN(c2cccc(Cl)c2)CC1 (configuration not stated),-7,-2,·,-0.2,11,-0.4,4,0,0
Cc1csc(=NC(=O)c2ccccc2)n1CCO,12,-4,-35,-1.0,1,-0.7,5,5,4
COC(=O)CCC(=O)Nc1ccc(C)cc1OC(=O)CCC(=O)OC,2,5,-11,0.4,3,-1.8,4,-1,1
CC(=O)c1sc(NC(=O)c2cc(-c3ccccc3)nn2-c2ccccc2)nc1C,-9,2,-5,-0.6,2,-0.5,11,12,0
CCn1cc2nc(SCc3cc(C)ccc3C)n(Cc3ccc(C)cc3)c(=O)c2n1,·,1,·,-0.2,2,0.5,32,0,11
CCOc1cc2[nH]c(=S)n(Cc3ccc(C(=O)NCC(OC)OC)cc3)c(=O)c2cc1OCC,-8,-5,-7,-0.4,0,0.3,5,6,-6
COc1ccc(S(=O)(=O)CCC(=O)N2CCN(c3ccc([N+](=O)[O-])cc3)CC2)cc1,0,-7,-7,0.4,8,0.2,-22,4,1
CCn1c(COc2ccc3c(c2)OCO3)nnc1SCC(=O)c1ccccc1,-11,0,9,0.1,9,-0.6,-10,16,6
COc1ccc(C(=O)NCCc2csc(-c3ccc(Cl)cc3)n2)c(OC)c1,-30,-3,·,0.6,11,0.5,11,10,36*
CC(C)OCCCNC(=S)N1CCC(C(=O)c2ccc3c(c2)OCCO3)CC1,3,-2,0,-0.5,5,-2.2,-3,-8,3
COc1cccc(CNC(=O)C2(c3cccs3)CCOCC2)c1,·,1,·,1.3,-1,0.1,·,-4,-1
N#Cc1ccccc1NC(=O)CNc1cc(S(=O)(=O)N2CCOCC2)ccc1NCC1CCCO1 (configuration not stated),-3,6,4,0.3,0,-0.4,-6,-9,-4
CC(=O)Nc1ccc(S(=O)(=O)NCc2cn3c(C)csc3n2)cc1,-1,0,8,0.5,1,1.1,-8,-10,-2
COc1ccccc1-c1ccc(SCc2ccc(C)cc2)nn1,-24,0,-16,-1.5,6,0.7,-9,2,0
COc1cc2ccccc2cc1C(=O)N1CCN(c2nc3c(F)cc(F)cc3s2)CC1,·,3,·,·,-1,0.3,·,-3,1
Cc1cc(C)nc(NS(=O)(=O)c2ccc(NC(=O)Cc3ccccc3F)cc2)n1,-3,-7,-16,-1.0,2,0.3,-20,4,2
Cc1nc([N+](=O)[O-])c(Br)n1Cc1ccc(Cl)c(Cl)c1,-15,-6,11,0.8,8,-0.2,-5,8,-1
Cc1cc(C)nc(N/N=C/c2c(CO)cnc(C)c2O)n1,4,·,1,2.1,3,-1.1,-17,6,5
O=C(COCc1cc(-c2ccc(F)cc2)on1)Nc1cc(F)ccc1F,-5,-4,·,·,7,-0.2,-1,-10,1
O=C(Nc1ccc(OC(F)(F)F)cc1)C1CC(=O)N(Cc2ccco2)C1 (configuration not stated),-18,-6,47*,-2.3,2,-0.2,-14,0,-1
COc1cccc(CNC(=O)Cn2nc(C)c3sc4ccccc4c3c2=O)c1OC,-13,0,·,-0.5,0,0.0,1,-10,-3
CC(=O)Nc1ccc(N(C(=O)CNC(=O)c2ccco2)C(C(=O)NCc2ccco2)c2ccccc2)cc1 (configuration not stated),18,2,0,-0.3,1,0.0,-8,3,5
CCOc1ccc(NC(=O)C2CC(=O)N(c3cc(C)cc(C)c3)C2)cc1 (configuration not stated),11,0,7,-0.1,4,0.3,-4,-3,-2
CCOC(=O)C1CCN(C(=O)c2oc3ccc4c(c3c2C)C(O)CC2(CCCCC2)O4)CC1 (configuration not stated),-94*,-7,11,-0.7,1,0.0,0,-3,-9
COc1ccc(Br)cc1CNC(=O)CCCc1cn(C)c2ccccc12,·,-3,3,-0.2,-2,-0.6,10,-1,-6
Cc1nnc(NC(=O)CSc2nc(C(C)C)nc3sc(C)c(C)c23)s1,4,0,-10,-1.4,1,0.4,5,7,3
CCOc1cc(CNCCCN2CCOCC2)ccc1OCC(=O)NC(C)(C)C,-2,0,·,·,5,1.3,15,·,6
O=C(CNC(=O)c1ccccc1F)NCCN1C(=O)S/C(=C\c2ccccc2Cl)C1=O,-24,0,-7,0.5,3,2.0,-8,9,-7
Cc1cc(NC(C)C)n2c(nc3ccccc32)c1C#N,3,0,-2,-0.7,3,0.9,3,-3,7
O=C(c1ccc(NC2=NC3CS(=O)(=O)CC3S2)cc1)N1CCc2ccccc2C1 (configuration not stated),·,-1,8,-1.0,1,-0.4,6,-2,-7

# Brought forward from above: three compounds, followed by the next part.
SMILES,RXFP1 antag,D1 potentiator,D2 antag,D2 ag,D1 ag,TRHR ag,D1 antag,D2 potentiator,TRHR PAM
O=C(CNC(=O)c1ccccc1F)NCCN1C(=O)S/C(=C\c2ccccc2Cl)C1=O,-24,0,-7,0.5,3,2.0,-8,9,-7
Cc1cc(NC(C)C)n2c(nc3ccccc32)c1C#N,3,0,-2,-0.7,3,0.9,3,-3,7
O=C(c1ccc(NC2=NC3CS(=O)(=O)CC3S2)cc1)N1CCc2ccccc2C1 (configuration not stated),·,-1,8,-1.0,1,-0.4,6,-2,-7
OC1CCCN(Cc2cccc3ccccc23)C1 (configuration not stated),-14,-4,-6,-2.3,4,0.6,-1,-13,2
N#CC1(Cc2ccccc2)c2ccccc2C=CN1C(=O)c1ccccc1 (configuration not stated),-9,5,-12,-0.8,-1,-0.5,12,1,0
COc1cc2c(cc1OC)C(COc1ccc3c(C)cc(=O)oc3c1)N(C(=O)CC(C)C)CC2 (configuration not stated),1,0,·,-0.3,3,-0.1,4,17,0
CCOc1ccc2nc(N3CCCC(C(=O)NC4CCCC4)C3)sc2c1 (configuration not stated),-3,-1,1,-0.8,2,-0.7,-15,21,-1
CCN(CC)CC(O)Cn1c(-c2ccccc2Cl)nc2ccccc21 (configuration not stated),-1,-3,-10,45*,0,0.5,1,1,-4
COc1ccc(C[C@H]2CN3C(=NC[C@@H]3C)N2CCNC(=O)CCC2CCCCC2)cc1,·,-1,-7,-0.2,1,-0.5,-1,3,4
O=C(CN1CCN(c2nc(-c3ccc(Cl)cc3)cs2)CC1)NCc1ccco1,-27,3,-10,-0.3,0,0.1,2,6,1
CCn1cc(S(=O)(=O)Nc2ccc3c(c2)OCCO3)cn1,3,-5,-2,-0.3,0,0.1,-1,1,20
c1ccc(-c2ccccc2OCc2nnc3n2CCC3)cc1,-6,-6,-1,0.6,5,-0.1,0,3,0
CC(=O)SCC[N+](C)(C)C,·,0,36*,4.2,0,-0.4,-10,-3,10
O=C1N=C2SCCN2/C1=C\c1ccc(Cl)cc1,-5,-3,-11,0.1,0,-0.5,-2,-4,-6
CN1C=CC=C/C1=C1\SC(=S)N(Cc2ccccc2)C1=O,-32,-11,-2,-0.4,2,0.4,-15,-5,-8

# In the list so far, 2 have bromine.
SMILES,RXFP1 antag,D1 potentiator,D2 antag,D2 ag,D1 ag,TRHR ag,D1 antag,D2 potentiator,TRHR PAM
Cc1nc([N+](=O)[O-])c(Br)n1Cc1ccc(Cl)c(Cl)c1,-15,-6,11,0.8,8,-0.2,-5,8,-1
COc1ccc(Br)cc1CNC(=O)CCCc1cn(C)c2ccccc12,·,-3,3,-0.2,-2,-0.6,10,-1,-6

# Fetched by compound from the list above:
SMILES,RXFP1 antag,D1 potentiator,D2 antag,D2 ag,D1 ag,TRHR ag,D1 antag,D2 potentiator,TRHR PAM
c1ccc(-c2ccccc2OCc2nnc3n2CCC3)cc1,-6,-6,-1,0.6,5,-0.1,0,3,0
COc1ccc(C[C@H]2CN3C(=NC[C@@H]3C)N2CCNC(=O)CCC2CCCCC2)cc1,·,-1,-7,-0.2,1,-0.5,-1,3,4
CCn1cc(S(=O)(=O)Nc2ccc3c(c2)OCCO3)cn1,3,-5,-2,-0.3,0,0.1,-1,1,20
COc1cc2c(cc1OC)C(COc1ccc3c(C)cc(=O)oc3c1)N(C(=O)CC(C)C)CC2 (configuration not stated),1,0,·,-0.3,3,-0.1,4,17,0

# Other results follow.
SMILES,RXFP1 antag,D1 potentiator,D2 antag,D2 ag,D1 ag,TRHR ag,D1 antag,D2 potentiator,TRHR PAM
CC(C)CCN1CCN(Cc2cccc(C(F)(F)F)c2)CC1CCO (configuration not stated),-4,-6,76*,-2.3,8,-0.4,-19,-33,-3
Cc1cc(C)nc(N/N=C/c2ccccc2OCC(=O)O)n1,7,-5,-1,-3.0,1,0.1,-3,4,15
NS(=O)(=O)c1ccc(CCNC(=O)CCc2nc3ccccc3s2)cc1,10,-5,-11,-0.5,4,-0.5,-24,-11,5
N#CC1=C(SCC(=O)Nc2nccs2)NC(=O)CC1c1ccccc1 (configuration not stated),-18,-4,-4,1.7,2,0.2,-2,10,6
Cc1cccc(-n2ncc3c(N(C)C4CCCCC4)ncnc32)c1,·,-2,28,1.0,4,-0.9,-4,-4,49*
CCOC(=O)[C@H]1[C@H]2COc3ccc(Br)cc3[C@@H]2N2C(=O)c3ccc(Cl)cc3NC(=O)[C@@]12C,·,-5,-4,-0.4,7,0.1,-14,1,1
Cc1cc(C)c(S(=O)(=O)NC(CC(=O)O)c2cccc([N+](=O)[O-])c2)c(C)c1 (configuration not stated),-5,-3,3,0.2,3,-0.5,-5,-18,8
CC(C)(C)C(=O)NC1CC2CCCC(C1)N2C(=O)Nc1ccc(Cl)cc1 (configuration not stated),-8,-5,-7,0.8,5,-0.5,9,-4,4
COc1ccc(C2c3c(C)nn(-c4ccccc4)c3NC(=O)N2c2ccccc2)cc1 (configuration not stated),-11,-4,-8,0.6,1,0.0,3,4,1
CCOC(=O)c1sc(NC(=O)C2CC=CCC2C(=O)O)nc1C (configuration not stated),4,6,-12,0.8,3,0.1,-7,6,16
